Neddylation inh: inhibitors of human cullin neddylation | P61081+Q13564 | TR-FRET cullin neddylation, biochemical | calls only at 25 µM | hit rate 0.58% among 360,000 | AID 651699; in the data active = inhibition above about 36%
Rin1-Abl PPI inh: human Rin1-Abl interaction inhibition | TR-FRET Rin1/Abl binding, biochemical | hit rate 0.4% among 360,000 | AID 588664 | inhibition, % at 7.35 µM; in the data active = inhibition above about 5%, passing the limit was not always enough
FAS-TE inh: FAS thioesterase (human) inhibition; P49327; recombinant FAS-TE, OMFH fluorogenic substrate, fluorescence endpoint; inhibition, % at 15 µM; hit rate 0.67% among 360,000; AID 602261;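 active = compounds whose normalised, plate-corrected inhibition of enzyme fluorescence in the single-dose primary screen is 50% or more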;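 note: 0% = DMSO with enzyme and 100% = substrate without enzyme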
MsrA act: activates bovine MsrA enzyme | purified bovine MsrA, absorbance read-out | activation, % at 10.6 µM | hit rate 0.3% among 360,000 | AID 602163; in the data active = activation above about 7.5%;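 note: 0% = vehicle and 100% = reference activator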
eLon inh: inhibitors of E. coli Lon protease; P0A9M0; purified E. coli Lon protease, fluorescence polarization; inhibition, % at 7.94 µM; hit rate 0.42% among 360,000; AID 602123; in the data active = inhibition above about 13%, passing the limit was not always enough;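 note: 0% = enzyme with probe and DMSO and 100% = no enzyme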
TbMetRS inhib: Trypanosoma brucei MetRS inhibition. purified T. brucei MetRS, ATP depletion, Kinase-Glo luminescence. inhibition, % at 11.9 µM. AID 624268. hit rate 0.4% among 360,000;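 active = inhibition above a per-plate cutoff of the control wells' mean inhibition plus 3 SD, cut at about 5.5% in these data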;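 note: 0% = DMSO wells median and 100% = median of wells with control inhibitor compound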
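technique = Kinase-Glo luminescence, ATP depletion format | system = purified MetRS (methionyl-tRNA synthetase) enzyme from Trypanosoma brucei | timing = 15 min preincubation, 2 h reaction, all 25 °C | evaluation = percent inhibition versus plate control medians | dosing = single dose, 11.9 µM final nominal, 0.9% final DMSO | also added = substrates ATP, L-methionine and bulk Escherichia coli tRNA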
MsrA inhibitor: inhibitors of bovine MsrA; purified bovine MsrA, absorbance read-out; inhibition, % at 15.5 µM; hit rate 0.75% among 360,000; in the data active = inhibition above about 4.5%;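 note: 0% = vehicle wells with enzyme and 100% = reference inhibitor wells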
CSN deneddyl inh: inhibitors of human CSN-mediated cullin deneddylation. Q92905. Purified CSN, SCF-Nedd8-OG deneddylation, fluorescence polarization. inhibition, % at 12.5 µM. hit rate 0.38% among 360,000;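 active = pattern-corrected inhibition above about 35%, with an unprinted fluorescence ratio check between 0.5 and 1.5, limit read from the data, passing the limit was not always enough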;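 note: 0% = enzyme with substrate and 100% = substrate without enzyme; some results filed as inactive read as strong as hits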
Target sequence (Q92905 whole entry, looked up, one chain of several): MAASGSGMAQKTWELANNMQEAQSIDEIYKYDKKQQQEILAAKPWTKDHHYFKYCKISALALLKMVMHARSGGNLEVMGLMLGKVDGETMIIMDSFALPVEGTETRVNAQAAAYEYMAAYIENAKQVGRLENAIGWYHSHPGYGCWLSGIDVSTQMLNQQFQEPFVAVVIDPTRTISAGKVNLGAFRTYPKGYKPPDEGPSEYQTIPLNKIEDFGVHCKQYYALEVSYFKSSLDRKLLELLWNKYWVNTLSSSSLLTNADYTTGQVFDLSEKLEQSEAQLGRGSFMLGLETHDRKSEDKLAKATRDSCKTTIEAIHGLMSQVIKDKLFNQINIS
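Schedule: reaction 90 min, room temperature / Assay system: HEK293T-derived human Csn5 enzyme / Input: Csn5 at 0.24 nM final / Measure: inhibition of Csn5 cleavage, % / Control set: substrate-only high control, full reaction low control / Technique: fluorescence polarization of the substrate / Buffer or medium: Tris/NaCl/DTT buffer, pH 7.5 / Reagent: SCFSkp2-Nedd8OG substrate at 10 nM final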
PABP1 MLLE inh: blocks PAM2 peptide binding to the PABP1 MLLE domain; P11940; GST-MLLE / FITC-PAM2 fluorescence polarization; inhibition, % at 20 µM; hit rate 0.36% among 360,000; in the data active = inhibition above about 35%, passing the limit was not always enough;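 note: plate controls were DMSO wells with GST-MLLE for no effect and wells lacking GST-MLLE protein for full effect; some results filed as inactive read as strong as hits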
Target sequence (P11940 whole entry, looked up, the tested form may be a part): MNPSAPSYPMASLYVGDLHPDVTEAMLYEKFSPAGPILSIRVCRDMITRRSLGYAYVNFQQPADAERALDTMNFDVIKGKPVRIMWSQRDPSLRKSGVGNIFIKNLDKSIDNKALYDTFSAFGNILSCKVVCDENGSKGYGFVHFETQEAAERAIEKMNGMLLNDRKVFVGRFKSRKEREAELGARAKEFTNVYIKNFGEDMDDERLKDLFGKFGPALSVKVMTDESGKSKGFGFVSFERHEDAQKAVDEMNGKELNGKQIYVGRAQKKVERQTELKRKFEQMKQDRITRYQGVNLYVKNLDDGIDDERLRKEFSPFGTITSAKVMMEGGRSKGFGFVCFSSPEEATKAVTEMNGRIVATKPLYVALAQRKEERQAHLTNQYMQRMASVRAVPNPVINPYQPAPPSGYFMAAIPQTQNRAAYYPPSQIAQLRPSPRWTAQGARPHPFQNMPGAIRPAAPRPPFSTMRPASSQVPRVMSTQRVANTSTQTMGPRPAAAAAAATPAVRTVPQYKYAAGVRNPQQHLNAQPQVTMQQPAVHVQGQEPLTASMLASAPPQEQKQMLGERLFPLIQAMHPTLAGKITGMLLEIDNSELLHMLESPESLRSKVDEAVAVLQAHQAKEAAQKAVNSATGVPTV
Active calls of the source: *; i = inactive; x = not tested or not shown.

SMILES	Neddylation inh	Rin1-Abl PPI inh	FAS-TE inh	MsrA act	eLon inh	TbMetRS inhib	MsrA inhibitor	CSN deneddyl inh	PABP1 MLLE inh
O=Nc1c(-c2ccccc2)cc2ccccn12	i	-12	-1	-3	11	-0.9	2.3	-8	-8
CCN1CCN(C2=C(NS(=O)(=O)c3ccc(NC(C)=O)cc3)C(=O)c3ccccc3C2=O)CC1	i	-4	-2	8.9*	12	0.2	2.0	-5	27
CC(O)c1cccc(NC(=O)Nc2cccc(NC(=O)Nc3cccc(C(C)O)c3)c2)c1 (centres undefined)	i	-6	8	-2	0	0.3	1.5	-1	-1
CC(C)OC(=O)CSc1ncnc2c1cnn2Cc1ccccc1	i	-4	24	-1	-3	-1.2	-0.5	1	6
Cc1ccc(-n2nnnc2-c2cccnc2)cc1	i	2	-2	-2	-10	0.2	-0.9	2	1
CC1CCCC(NC(=O)COC(=O)c2sc3ccccc3c2Cl)C1C (centres undefined)	i	-3	0	-5	-8	-0.7	1.7	-2	-13
O=C(CSc1nc(=O)n(CCCN2CCOCC2)c2c1CCCC2)Nc1cccc(F)c1	i	-3	1	-2	1	-0.1	-0.3	0	0
CCN(CC)C(=O)CSc1nc(O)cc(=O)n1CC	i	-1	-5	-3	4	-0.4	-1.2	4	0
CN(Cc1ccccc1)S(=O)(=O)c1ccc(NC(=S)NC(=O)C2CCCCC2)cc1	i	5	32	-6	12	-1.6	-0.7	5	21
Cc1cc(C)cc(-n2ncc3c2CCCC3NC(=O)C2(C(N)=O)CC2)c1 (centres undefined)	i	1	-3	-4	3	0.1	0.4	0	5
Cc1oc(-c2cccs2)nc1CN1CCN(CCC(C)C)C(CCO)C1 (centres undefined)	i	0	-10	-5	-9	-0.5	-0.1	4	-30
CCOC(=O)C1=C(CNCc2ccc(C)cc2)NC(=O)NC1c1ccc(OC)cc1 (centres undefined)	i	1	0	-1	-4	-0.9	-0.4	-2	5
O=C(COC(=O)c1cnccn1)NCCc1ccc(Cl)cc1	i	4	-11	-2	-12	-0.2	1.2	2	-12
CCC(C)Nc1nc2c(c(=O)n(C)c(=O)n2C)n1C (centres undefined)	i	1	-9	-10	-7	-0.8	-0.3	-2	8
COc1ccc(C(=O)OCC(=O)c2c(N)n(C)c(=O)n(C)c2=O)c(OC)c1OC	i	5	-5	-2	-8	0.0	1.4	-6	-3
CCn1nc(C)c(CN2CCN(Cc3ccsc3)C(CCO)C2)c1C (centres undefined)	i	3	-10	1	-10	1.9	1.6	-1	2
Cc1ccc(-c2csc(=S)n2CC(=O)OCC(=O)NCc2ccco2)cc1	i	-2	13	3	-1	0.5	0.0	0	24
O=C1CC(N2CCN(c3ccccc3O)CC2)C(=O)N1Cc1ccccc1 (centres undefined)	i	3	-5	-4	-10	-0.6	-0.7	4	2
O=C(NC(=S)Nc1ccc(O)cc1)c1ccccc1Cl	i	4	-10	-5	9	-0.1	-0.1	-9	27
COc1ccc(S(=O)(=O)N2CCCCCC2)cc1NC(=O)Cc1n[nH]c(=O)c2ccccc12	i	0	4	-1	-7	0.1	-0.2	-4	-8
Cc1ccc(N=C2SC(C(=O)O)CC(=O)N2C)cc1C (centres undefined)	i	-1	-3	-4	4	0.1	1.9	-14	-11
CCn1c(NC(=O)c2cccs2)c(-c2cccs2)c(=O)c2ccccc21	i	-5	-4	-1	-5	-0.5	2.8	3	6
Cc1ccc(NC(=O)CNC(=O)c2sc3ccccc3c2Cl)nc1	i	-10	-2	-2	-5	-0.2	-0.1	8	-1
CCN1C(=O)[C@H]2[C@@H](c3ccc(-c4ccc(OC)cc4)cc3)N[C@@](CC(C)C)(C(=O)OC)[C@H]2C1=O	i	0	19	-1	4	-0.2	0.0	2	-5
CCNC(=S)NNC(=O)CCn1c2ccccc2c2ccccc21	i	-4	1	-3	2	2.7	0.5	1	-31
CC(=O)Nc1ccc(NC(=O)C2CCCN2C(=O)NC2CCCCC2)cc1 (centres undefined)	i	5	-7	-3	5	0.1	-0.5	-2	-5
O=C(O)/C=C/c1cn(-c2ccccc2)nc1-c1cc2ccccc2o1	x	0	6	-1	-10	0.3	3.6	-2	-24
Cn1cc(CC(=O)NCCCN2CCCC2)c2ccccc21	i	-1	-3	2	4	-0.8	0.6	-1	-5
Cc1cccc(NC(=S)N(CCN(C)C)C(C)c2ccccn2)c1 (centres undefined)	i	-1	-2	0	-4	-0.3	-0.3	0	34
O=C(Nc1ccc(O)cc1)C1CCCN1S(=O)(=O)c1ccc(F)cc1 (centres undefined)	i	-3	0	0	-6	-1.3	-0.3	-2	-17

Rewritten as comma-separated lines: part of the list above
SMILES,Neddylation inh,Rin1-Abl PPI inh,FAS-TE inh,MsrA act,eLon inh,TbMetRS inhib,MsrA inhibitor,CSN deneddyl inh,PABP1 MLLE inh
CCn1nc(C)c(CN2CCN(Cc3ccsc3)C(CCO)C2)c1C (centres undefined),i,3,-10,1,-10,1.9,1.6,-1,2
Cc1ccc(-c2csc(=S)n2CC(=O)OCC(=O)NCc2ccco2)cc1,i,-2,13,3,-1,0.5,0.0,0,24
O=C1CC(N2CCN(c3ccccc3O)CC2)C(=O)N1Cc1ccccc1 (centres undefined),i,3,-5,-4,-10,-0.6,-0.7,4,2
O=C(NC(=S)Nc1ccc(O)cc1)c1ccccc1Cl,i,4,-10,-5,9,-0.1,-0.1,-9,27
COc1ccc(S(=O)(=O)N2CCCCCC2)cc1NC(=O)Cc1n[nH]c(=O)c2ccccc12,i,0,4,-1,-7,0.1,-0.2,-4,-8
Cc1ccc(N=C2SC(C(=O)O)CC(=O)N2C)cc1C (centres undefined),i,-1,-3,-4,4,0.1,1.9,-14,-11
CCn1c(NC(=O)c2cccs2)c(-c2cccs2)c(=O)c2ccccc21,i,-5,-4,-1,-5,-0.5,2.8,3,6
Cc1ccc(NC(=O)CNC(=O)c2sc3ccccc3c2Cl)nc1,i,-10,-2,-2,-5,-0.2,-0.1,8,-1
CCN1C(=O)[C@H]2[C@@H](c3ccc(-c4ccc(OC)cc4)cc3)N[C@@](CC(C)C)(C(=O)OC)[C@H]2C1=O,i,0,19,-1,4,-0.2,0.0,2,-5
CCNC(=S)NNC(=O)CCn1c2ccccc2c2ccccc21,i,-4,1,-3,2,2.7,0.5,1,-31
CC(=O)Nc1ccc(NC(=O)C2CCCN2C(=O)NC2CCCCC2)cc1 (centres undefined),i,5,-7,-3,5,0.1,-0.5,-2,-5
O=C(O)/C=C/c1cn(-c2ccccc2)nc1-c1cc2ccccc2o1,x,0,6,-1,-10,0.3,3.6,-2,-24
Cn1cc(CC(=O)NCCCN2CCCC2)c2ccccc21,i,-1,-3,2,4,-0.8,0.6,-1,-5
Cc1cccc(NC(=S)N(CCN(C)C)C(C)c2ccccn2)c1 (centres undefined),i,-1,-2,0,-4,-0.3,-0.3,0,34
O=C(Nc1ccc(O)cc1)C1CCCN1S(=O)(=O)c1ccc(F)cc1 (centres undefined),i,-3,0,0,-6,-1.3,-0.3,-2,-17

Remaining list, next part.
SMILES	Neddylation inh	Rin1-Abl PPI inh	FAS-TE inh	MsrA act	eLon inh	TbMetRS inhib	MsrA inhibitor	CSN deneddyl inh	PABP1 MLLE inh
COC(=O)C(Cc1ccc(O)cc1)NC(=O)CCNC(=O)c1ccco1 (centres undefined)	i	0	-4	-3	-4	0.3	0.4	-2	8
CN(C)c1ccc(CNn2cnnc2)cc1	i	2	-7	-11	-8	-1.0	0.7	-1	14
O=C(c1ccc(N2CCOCC2)c([N+](=O)[O-])c1)N1CCN(c2ccccc2)CC1	i	1	-7	-5	-3	0.8	0.3	3	1
N#C/C(=C\c1ccccc1)C(=O)Nc1cc(S(=O)(=O)N2CCOCC2)ccc1N1CCCC1	i	0	39	0	5	0.1	0.8	1	0
CCN1C(=NCC2CC2)N[C@@H](c2cccc(C(F)(F)F)c2)C(C(=O)OC)=C1C	i	-1	-1	1	-3	-0.4	x	-3	-126
O=C(CC1C(=O)NCCN1CC1CCCCC1)NCc1ccc(Cl)cc1 (centres undefined)	i	-3	14	-3	-7	0.3	-0.3	4	-2
O=C(NCc1ccccc1)C(=O)NCC(c1ccco1)N1CCOCC1 (centres undefined)	i	0	-10	1	-11	-0.3	x	-2	8
CCS(=O)(=O)N1CCCC(C(=O)NCc2cccc(OC)c2)C1 (centres undefined)	i	3	-5	1	0	-0.7	-0.2	-2	-9
CCOC(=O)/C(C#N)=C1/C=CN(Cc2ccccc2)C=N1	i	-2	-10	-5	-3	-0.1	7.4*	2	2
CCOc1ccccc1NC(=O)COC(=O)C1CC(=O)N(c2c(C)cccc2C)C1 (centres undefined)	i	2	-4	-2	4	0.1	-1.4	4	8
O=C(CNC(=O)c1ccco1)Nc1ccncc1	i	0	-9	-6	-1	-0.6	-1.5	-4	-1
O=C(C1Cc2ccccc2CN1C(=O)c1ccccc1)N1CCN(c2ccccc2)CC1 (centres undefined)	i	0	-3	-1	6	-0.3	-1.1	-2	5
CCOC1=C2CN(S(=O)(=O)c3ccc(C)cc3)C(c3ccccc3)CC2N(S(=O)(=O)c2ccc(C)cc2)C(c2ccc(Br)cc2)C1 (centres undefined)	i	x	x	x	x	-0.1	-1.2	-1	x
Clc1ccc(Nc2nc(-c3cccs3)cs2)nc1	i	2	29	-1	-1	0.6	1.0	10	-12
O=C(CN1C(=O)c2ccccc2C1=O)Nc1ccccc1C(F)(F)F	i	5	1	-4	0	-0.8	0.0	-4	4
COc1ccc(/C(O)=C2/C(=O)C(=O)N(c3nc(C)c(C)s3)C2c2ccco2)cc1 (centres undefined)	i	2	-3	-14	-12	-2.1	3.3	3	11
Cc1csc(=NC(=O)c2ccccc2)n1C	i	2	-5	-1	4	-0.4	3.8	-1	5
COc1ccc(C2NC(=O)CCC2[N+](=O)[O-])c(OC)c1OC (centres undefined)	i	-2	-3	-1	-5	-0.3	0.8	1	-3

Screening results deposited in PubChem by several laboratories.
